NTMT1 inh = blocks human N-terminal methyltransferase 1 activity. Q9BV86. NTMT1 MTase-Glo SAH luminescence, purified enzyme. Potency, µM (doses to about 114 µM), for the others: top-dose activity change, negative = inhibition, actives largely listed as inhibitors. 2.5% of 59,000 active. AID 1645870;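 also: plate controls were DMSO vehicle for no effect and no enzyme for full effect; nearly all actives have a fitted effect of over 65% in size; many of its hits are not listed in these tables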
Target sequence (Q9BV86 whole entry, looked up): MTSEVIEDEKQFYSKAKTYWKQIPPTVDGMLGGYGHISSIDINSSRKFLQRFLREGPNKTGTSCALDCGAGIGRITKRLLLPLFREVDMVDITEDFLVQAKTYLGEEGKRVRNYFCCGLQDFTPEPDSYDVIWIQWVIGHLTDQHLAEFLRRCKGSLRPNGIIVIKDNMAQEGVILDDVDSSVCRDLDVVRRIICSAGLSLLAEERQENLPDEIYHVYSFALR
FH mod = Identification of activators of human fumarate hydratase by quantitative high-throughput screening. FH coupled MDH/diaphorase resazurin fluorescence, 15 min. Potency, µM (top dose mostly 79.9 µM), without a hit: at the highest dose activity change, negative = inhibition, hits mostly inhibitors. 0.22% of 54,000 active; also: the screen sought activators but most active calls are inhibition curves; nearly all actives have a fitted effect of over 45% in size
Target sequence (P07954 whole entry, looked up): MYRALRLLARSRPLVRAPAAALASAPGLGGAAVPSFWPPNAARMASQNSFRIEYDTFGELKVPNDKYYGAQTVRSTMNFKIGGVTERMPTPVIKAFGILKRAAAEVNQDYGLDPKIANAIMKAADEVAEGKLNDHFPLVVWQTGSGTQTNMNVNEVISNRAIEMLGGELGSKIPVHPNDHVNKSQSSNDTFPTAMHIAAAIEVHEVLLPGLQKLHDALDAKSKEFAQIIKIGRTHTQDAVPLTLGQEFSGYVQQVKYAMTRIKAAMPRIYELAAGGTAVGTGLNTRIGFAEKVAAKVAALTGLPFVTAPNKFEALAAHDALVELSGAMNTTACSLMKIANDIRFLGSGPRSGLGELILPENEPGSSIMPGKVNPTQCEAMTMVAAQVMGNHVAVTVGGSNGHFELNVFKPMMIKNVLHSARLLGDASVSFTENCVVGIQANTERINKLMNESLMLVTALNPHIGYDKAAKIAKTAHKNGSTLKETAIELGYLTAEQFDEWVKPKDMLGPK
Numbers without * were called inactive; ? = inconclusive; & = joins results of further samples; ! = not confirmed by another sample; [ ] = remark or other dose. Calls follow the shape of the dose curve; as a rule, active = well fitted curve in the direction sought with a large enough effect; inconclusive = small, poorly fitted or top-dose-only effect, or another doubt; inactive = no such curve, though single readings can be large; an effect the other way counts as inactive or inconclusive. Unless noted, % is scaled to controls: 0 for no effect and ±100 for the full control effect; potency is read from the fitted curve at half-maximal effect.

[1] O=[N+]([O-])c1cccc(S(=O)(=O)NCCNS(=O)(=O)c2cccc([N+](=O)[O-])c2)c1
[2] CN1CCN(C2=Nc3ccccc3Sc3ccc(Cl)cc32)CC1
[3] C=C/C=C/[C@@H]1OC[C@H](/C=C/C=C/C)[C@H]1O
[4] C=C1CC2OC(=O)C(=C)C2C(O)/C=C(\C)CCC1O (stereo not given)
[5] CC(C)C[C@H](NC(=O)CNC(=O)OCc1ccccc1)C(=O)N[C@@H](Cc1ccccc1)C(=O)CCl
[6] CC[C@@H](c1ccc(F)c(F)c1)n1c(C(=O)OC)c(-c2ccno2)[nH]c1=S

| Compound | 1 | 2 | 3 | 4 | 5 | 6 |
| --- | --- | --- | --- | --- | --- | --- |
| NTMT1 inh | 22%[57.5 µM] | 22%[57.5 µM] | 7% | 9%[57.5 µM] | ? | -6%[57.5 µM] |
| FH mod | 3%[53.3 µM] | 1%[53.3 µM] | 10% | 0% | 14% | -2% |

[7] CC1(C)CC[C@]2(C(=O)O[C@@H]3O[C@H](CO)[C@@H](O)[C@H](O)[C@H]3O)[C@H](O)C[C@]3(C)C(=CCC4[C@@]5(C)CC[C@H](O[C@@H]6OC[C@@H](O)[C@H](O)[C@H]6O)[C@@](C)(C(=O)O)C5CC[C@]43C)[C@@H]2C1 (stereo not given in full)
[8] Cc1cc(C(C)(C)C)c(O)c(C)c1CC1=NCCN1
[9] CC(=O)OC[C@H]1O[C@H](O[C@]2(CO)O[C@H](CO)[C@@H](OC(=O)/C=C/c3ccccc3)[C@@H]2O)[C@H](O)[C@@H](O)[C@@H]1O
[10] CC1(C)CC[C@]2(C(=O)O)CC[C@]3(C)C(=CCC4[C@@]5(C)CC[C@H](O[C@@H]6O[C@H](C(=O)O)[C@@H](O)[C@H](O)[C@H]6O)C(C)(C)C5CC[C@]43C)C2C1 (stereo not given in full)
[11] O=C1NC(=O)C(c2ccccc2)(c2ccccc2)N1
[12] CN(C(=O)C(Cl)Cl)c1ccc(OC(=O)c2ccco2)cc1

| Compound | 7 | 8 | 9 | 10 | 11 | 12 |
| --- | --- | --- | --- | --- | --- | --- |
| NTMT1 inh | -2%[12.6 µM] | 2%&22%&7%[57.5 µM] | ? | 5%[12.6 µM] | 21%[57.5 µM] | -13%[57.5 µM] |
| FH mod | 7%[20.6 µM] | 3% | -8%[53.3 µM] | 3%[20.6 µM] | -13%&-4%[53.3 µM] | 1%[53.3 µM] |

[13] CC(C)(C)c1nnc(NS(=O)(=O)c2ccc(N)cc2)s1
[14] C=C[C@H]1[C@H](O[C@@H]2O[C@H](CO)[C@@H](O)[C@H](O)[C@H]2O)OC=C2C(=O)OCC[C@]21O
[15] CC1[C@@H](O)[C@@H](O)C2[C@]3(C)C(C[C@H]4OC(=O)[C@H](O)[C@]1(O)[C@@]24C)C(C)(O)C[C@H](O)[C@H]3O (stereo not given in full)
[16] C=Cc1c(C)c2cc3nc(cc4[nH]c(cc5nc(cc1[nH]2)C(C)=C5CCC(=O)O)c(CCC(=O)OC)c4C)[C@@]1(C)C3=CC=C(C(=O)OC)[C@H]1C(=O)OC
[17] O=Nc1c2[nH]c3ccccc3nc-2c2ccccc12
[18] COc1cc(O)cc(O[C@@H]2O[C@H](CO)[C@@H](O[C@@H]3OC[C@](O)(CO)[C@H]3O)[C@H](O)[C@H]2O)c1OC

| Compound | 13 | 14 | 15 | 16 | 17 | 18 |
| --- | --- | --- | --- | --- | --- | --- |
| NTMT1 inh | -26%[57.5 µM] | 16%[29.8 µM] | -2%[29.8 µM] | 50µM*! | -28% | 11%[29.8 µM] |
| FH mod | 3%[53.3 µM] | -7%[53.3 µM] | 6%[53.3 µM] | -15%[53.3 µM] | -5% | -2%[53.3 µM] |

2 entries from above, tab-delimited.
cpd	structure	NTMT1 inh	FH mod
17	O=Nc1c2[nH]c3ccccc3nc-2c2ccccc12	-28%	-5%
18	COc1cc(O)cc(O[C@@H]2O[C@H](CO)[C@@H](O[C@@H]3OC[C@](O)(CO)[C@H]3O)[C@H](O)[C@H]2O)c1OC	11%[29.8 µM]	-2%[53.3 µM]

The list continues.
[19] O=c1cc(-c2cccc3c2Sc2ccccc2S3)oc(N2CCOCC2)c1
[20] COc1ccc2cc3c(NC(=O)c4ccco4)nn(C)c3nc2c1
[21] C[C@H](NC(=O)C(=O)Nc1ccccc1C(C)(C)C)C(=O)N[C@@H](CC(=O)O)C(=O)COc1c(F)c(F)cc(F)c1F
[22] Cn1cc(C=C2C(=O)Nc3cccnc32)c2ccccc21
[23] N#Cc1ccc(-c2c(-c3ncn[nH]3)sc(N3CCOCC3)c2C#N)c(F)c1
[24] C[C@H](NC(c1cccc2[nH]c(=O)c(=O)[nH]c12)P(=O)(O)O)c1ccc(Br)cc1 (stereo not given in full)

| Compound | 19 | 20 | 21 | 22 | 23 | 24 |
| --- | --- | --- | --- | --- | --- | --- |
| NTMT1 inh | ? | -11%[57.5 µM] | -9% | -25%[57.5 µM] | -8%&-14% | 0%[57.5 µM] |
| FH mod | -18% | -8% | 0%[53.3 µM] | -13%[53.3 µM] | 7% | 12% |

[25] C=C1[C@@H]2[C@H]3OC(=O)C(=C)[C@@H]3CC[C@@](C)(O)[C@@H]2C[C@@H]1O[C@@H]1O[C@H](CO)[C@@H](O)[C@H](O)[C@H]1O
[26] c1nc(NCC2CCOC2)c2cc(-c3ccc4c(c3)OCO4)ccc2n1 (stereo not given)
[27] C[C@@]12C[C@@]3(O)O[C@@H](O1)[C@]1(COC(=O)c4ccccc4)[C@@H]3C[C@@]12O[C@@H]1O[C@H](CO)[C@@H](O)[C@H](O)[C@@H]1O
[28] CC1(C)CC[C@]2(C(=O)O[C@@H]3O[C@H](CO)[C@@H](O)[C@H](O)[C@H]3O)CC[C@]3(C)C(=CCC4[C@@]5(C)CC[C@H](O[C@@H]6O[C@H](C(=O)O)[C@@H](O)[C@H](O)[C@H]6O)[C@@](C)(CO)C5CC[C@]43C)C2C1 (stereo not given in full)
[29] Cn1cc(CNCC2CCN(c3ncc(C(=O)NO)cn3)CC2)c2ccccc21
[30] CCc1nn(CCO)c(CC)c1Oc1cc(C#N)cc(C#N)c1

| Compound | 25 | 26 | 27 | 28 | 29 | 30 |
| --- | --- | --- | --- | --- | --- | --- |
| NTMT1 inh | 8%[29.8 µM] | 25µM* | 3%[57.5 µM] | -8%[12.6 µM] | 10%[4.22 µM] | 0%[57.5 µM] |
| FH mod | 0%[53.3 µM] | -8% | 0%[53.3 µM] | 3%[20.6 µM] | 1%[53.3 µM] | -2% |

[31] Cc1cc(F)ccc1[C@H]1C[C@@H](N2CCN3C(=O)CC[C@H]3C2)CCN1C(=O)N(C)[C@H](C)c1cc(C(F)(F)F)cc(C(F)(F)F)c1
[32] CC1=C[C@@H]2[C@H]3[C@@H]4O[C@@](C)(CC[C@H]4O)[C@H]3CC(=O)[C@]23C(=O)N[C@@H](CC(C)C)[C@@H]3[C@@H]1C
[33] OCc1cccnc1
[34] CC(C)CC(=O)c1c(O)cc2c(c1O)C(CC(C)C)C1=C(O2)C(C)(C)C(=O)C(C)(C)C1=O (stereo not given)
[35] O=C(Nc1ccc(-c2ccc(Cl)c(Cl)c2)cc1)C1=C(O)c2ccccc2S(=O)(=O)N1
[36] CCCCCCCCCCCC(=O)[O][Sn]([CH2]CCC)([CH2]CCC)[O]C(=O)CCCCCCCCCCC

| Compound | 31 | 32 | 33 | 34 | 35 | 36 |
| --- | --- | --- | --- | --- | --- | --- |
| NTMT1 inh | -8%[57.5 µM] | 13%[29.8 µM] | ? | -16%[29.8 µM] | -13%[57.5 µM] | 0%[57.5 µM] |
| FH mod | -12% | 0%[53.3 µM] | 11%[53.3 µM] | ? | ? | -20%[53.3 µM] |

[37] CC1(C)CC[C@]2(C(=O)O[C@@H]3O[C@H](CO)[C@@H](O)[C@H](O)[C@H]3O)CC[C@]3(C)C(=CCC4[C@@]5(C)CC[C@H](OC6OC(C(=O)O)C(OC7OC(CO)C(O)C(O)C7O)C(O)C6O)C(C)(C)C5CC[C@]43C)C2C1 (stereo not given in full)
[38] CN1c2c(nc(N)[nH]c2=O)NC[C@@H]1CNc1ccc(C(=O)N[C@@H](CCC(=O)O)C(=O)O)cc1
[39] Cc1c(-c2ccc(O)cc2)n(Cc2ccc(OCCN3CCCCCC3)cc2)c2ccc(O)cc12
[40] CCOc1cc2ncc(C#N)c(Nc3ccc(F)c(Cl)c3)c2cc1NC(=O)/C=C/CN(C)C
[41] Cc1cccc(C)c1NC(=O)CN1CCCC1
[42] Cc1c(C)c2c(c(C)c1OC(=O)c1cccnc1)CC[C@@](C)(CCC[C@H](C)CCC[C@H](C)CCCC(C)C)O2

| Compound | 37 | 38 | 39 | 40 | 41 | 42 |
| --- | --- | --- | --- | --- | --- | --- |
| NTMT1 inh | 13%[12.6 µM] | -1%[57.5 µM] | ? | 1.1µM* | 6%[57.5 µM] | 23%[57.5 µM] |
| FH mod | -1%[20.6 µM] | 13% | -6%&-2%[53.3 µM] | -29% | 11%[53.3 µM] | 4%[53.3 µM] |

[43] CC(C)=CCC[C@](C)(O[C@@H]1O[C@H](CO[C@@H]2O[C@@H](CO)[C@H](O)[C@H]2O)[C@@H](O)[C@H](O)[C@H]1O)[C@H]1CC[C@]2(C)[C@@H]1[C@H](O)C[C@@H]1[C@@]3(C)CC[C@H](O[C@@H]4O[C@H](CO)[C@@H](O)[C@H](O)[C@H]4O[C@@H]4O[C@H](CO)[C@@H](O)[C@H](O)[C@H]4O)C(C)(C)[C@@H]3CC[C@]12C
[44] CCOC(=O)c1ccc(O)cc1
[45] C/C=C(\C)C(=O)O[C@@H]1CC2[C@@H](CC=C3C[C@@H](O[C@H]4C[C@H](OC)[C@H](O[C@H]5C[C@H](OC)[C@H](O[C@H]6C[C@H](OC)[C@H](O[C@H]7C[C@@H](OC)[C@H](O[C@@H]8O[C@H](CO)[C@@H](O)[C@H](O)[C@H]8O)[C@@H](C)O7)[C@@H](C)O6)[C@@H](C)O5)[C@@H](C)O4)CC[C@@]32C)[C@@]2(O)CC[C@H](C(C)=O)[C@@]12C (stereo not given in full)
[46] O=C(C=Cc1ccc(CN(CCO)CCc2c[nH]c3ccccc23)cc1)NO
[47] OC1(c2ccc(Cl)cc2)CCNCC1
[48] CCCCOC(=O)NC(=O)C1c2ccccc2Oc2ccccc21

| Compound | 43 | 44 | 45 | 46 | 47 | 48 |
| --- | --- | --- | --- | --- | --- | --- |
| NTMT1 inh | 26%[29.8 µM] | -5%[57.5 µM] | 6%[6.45 µM] | 6%[57.5 µM] | -22%[57.5 µM] | 6%[57.5 µM] |
| FH mod | 8%[53.3 µM] | 2%[53.3 µM] | 5%[13.5 µM] | -6%[53.3 µM] | -1%[53.3 µM] | 0% |

[49] C=CC(C)(C)C12CC3C(=O)NC(Cc4cnc[nH]4)C(=O)N3C1Nc1ccccc12 (stereo not given)
[50] C=C1CC[C@@H]2[C@](C)(CO[C@@H]3O[C@H](CO)[C@@H](O)[C@H](O)[C@H]3O)CCC[C@@]2(C)[C@@H]1CCC1=CCOC1=O
[51] NC(=O)NCCCC(NC(=O)Cc1ccccc1)C(=O)O (stereo not given)
[52] Cc1ccc(C2(COC(=O)C(C)C)CO2)c(OC(=O)C(C)C)c1 (stereo not given)
[53] CN(C)CCc1c[nH]c2ccc(CS(=O)(=O)N3CCCC3)cc12
[54] CCOC(=O)c1ccc(C#Cc2ccc3c(c2)C(C)(C)CCS3)nc1
[55] OC[C@H]1O[C@@H](OCc2ccccc2)[C@H](O[C@@H]2OC[C@@H](O)[C@H](O)[C@H]2O)[C@@H](O)[C@@H]1O
[56] CCO[C@@H]1O[C@H](C(COCc2ccccc2)OCc2ccccc2)[C@H](OCc2ccccc2)[C@H]1O (stereo not given in full)

| Compound | 49 | 50 | 51 | 52 | 53 | 54 | 55 | 56 |
| --- | --- | --- | --- | --- | --- | --- | --- | --- |
| NTMT1 inh | 12%[29.8 µM] | 3%[29.8 µM] | -12%[57.5 µM] | 2%[29.8 µM] | -3% | 8% | -3%[29.8 µM] | -4%[57.5 µM] |
| FH mod | 1%[53.3 µM] | -12%[53.3 µM] | 2% | -4%[53.3 µM] | -4%&0%[53.3 µM] | -1%&-2%[53.3 µM] | 2%[53.3 µM] | -25%[53.3 µM] |

An excerpt from the list above, for reference:
[48] CCCCOC(=O)NC(=O)C1c2ccccc2Oc2ccccc21
[49] C=CC(C)(C)C12CC3C(=O)NC(Cc4cnc[nH]4)C(=O)N3C1Nc1ccccc12 (stereo not given)
[50] C=C1CC[C@@H]2[C@](C)(CO[C@@H]3O[C@H](CO)[C@@H](O)[C@H](O)[C@H]3O)CCC[C@@]2(C)[C@@H]1CCC1=CCOC1=O
[51] NC(=O)NCCCC(NC(=O)Cc1ccccc1)C(=O)O (stereo not given)
[52] Cc1ccc(C2(COC(=O)C(C)C)CO2)c(OC(=O)C(C)C)c1 (stereo not given)
[53] CN(C)CCc1c[nH]c2ccc(CS(=O)(=O)N3CCCC3)cc12

| Compound | 48 | 49 | 50 | 51 | 52 | 53 |
| --- | --- | --- | --- | --- | --- | --- |
| NTMT1 inh | 6%[57.5 µM] | 12%[29.8 µM] | 3%[29.8 µM] | -12%[57.5 µM] | 2%[29.8 µM] | -3% |
| FH mod | 0% | 1%[53.3 µM] | -12%[53.3 µM] | 2% | -4%[53.3 µM] | -4%&0%[53.3 µM] |

This is a subset. The share of hits here may be higher or lower than overall.
